VIM-2 inh = VIM-2 metallo-beta-lactamase inhibitors, primary screen, biochemical, epi-absorbance readout, Pseudomonas aeruginosa enzyme; purified VIM-2, nitrocefin hydrolysis, epi-absorbance fluorescence; inhibition, % at 5.6 µM; 290,000 compounds, 0.89% hits;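 active means inhibition above the mean of all tested compounds plus 3 SD, cutoff set per screening run, cut at about 7.5% in these data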;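 further: red hydrolysis product quenches plate fluorescence so inhibitors raise well fluorescence; 0% = enzyme with DMSO and 100% = DMSO without enzyme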
M18AAP inhibitor = PfM18AAP inhibitors, malaria aminopeptidase, primary screen, biochemical, QFRET, recombinant enzyme; M18 aspartyl aminopeptidase (Plasmodium falciparum 3D7); H-Glu-NHMec fluorogenic cleavage; inhibition, % at 7.35 µM; 290,000 compounds, 1.2% hits;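 active means inhibition above the campaign mean inhibition over all tested compounds plus 3 SD, cut at about 28% in these data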;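 further: 0% = plate median of test compound wells and 100% = 2 mM ZnCl2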
IMP-1 inhibitor = IMP-1 metallo-beta-lactamase inhibitors, primary screen, biochemical, epi-absorbance readout, Pseudomonas aeruginosa enzyme. metallo-beta-lactamase IMP-1 (Pseudomonas aeruginosa). inhibition, % at 5.6 µM. purified IMP-1, nitrocefin hydrolysis, epi-absorbance fluorescence. 290,000 compounds, 0.45% hits;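 active means inhibition above the mean plus 3 SD of all compounds in the same screening run, cut at about 4.5% in these data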;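 further: 0% = IMP-1 with DMSO and 100% = DMSO wells lacking enzyme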
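System: purified IMP-1 / Input: IMP-1 dispensed at 0.2 nM / Medium: 50 mM HEPES pH 7.1, 50 µM ZnSO4, 0.05% Brij 35 / Timing: 15 min enzyme–compound preincubation, then 25 min nitrocefin reaction, 25 °C / Technique: plate fluorescence quenching by hydrolysis product, ex 480/em 530 nm / Repeats: singlicate testing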
PHOSPHO1 inh = PubChem AID 1565. Phosphoethanolamine/phosphocholine phosphatase (Homo sapiens), Q8TCT1. recombinant PHOSPHO1, absorbance phosphatase assay. inhibition, % at 13.3 µM. 290,000 compounds, 1.1% hits; in the data active means inhibition above about 60%
Target sequence (Q8TCT1 whole entry, looked up): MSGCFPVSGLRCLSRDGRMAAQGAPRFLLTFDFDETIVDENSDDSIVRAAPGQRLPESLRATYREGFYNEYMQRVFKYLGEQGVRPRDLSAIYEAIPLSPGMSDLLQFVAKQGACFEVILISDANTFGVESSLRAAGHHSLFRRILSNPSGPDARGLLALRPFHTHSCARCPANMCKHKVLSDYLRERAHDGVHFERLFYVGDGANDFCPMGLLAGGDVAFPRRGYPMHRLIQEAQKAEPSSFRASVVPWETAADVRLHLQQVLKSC
GPR7 antag = GPR7 receptor antagonists, primary screen, cell-based, fluorescence, single concentration. Neuropeptides B/W receptor type 1 (Homo sapiens), P48145. GPR7-expressing cells, fluorescence antagonist assay. inhibition, % at 4.4 µM. 290,000 compounds, 1.1% hits; in the data active means inhibition above about 16%, passing the limit was not always enough;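 further: cells stimulated with the agonist NPW; 0% = agonist with vehicle and 100% = vehicle without agonist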
Target sequence (P48145 whole entry, looked up): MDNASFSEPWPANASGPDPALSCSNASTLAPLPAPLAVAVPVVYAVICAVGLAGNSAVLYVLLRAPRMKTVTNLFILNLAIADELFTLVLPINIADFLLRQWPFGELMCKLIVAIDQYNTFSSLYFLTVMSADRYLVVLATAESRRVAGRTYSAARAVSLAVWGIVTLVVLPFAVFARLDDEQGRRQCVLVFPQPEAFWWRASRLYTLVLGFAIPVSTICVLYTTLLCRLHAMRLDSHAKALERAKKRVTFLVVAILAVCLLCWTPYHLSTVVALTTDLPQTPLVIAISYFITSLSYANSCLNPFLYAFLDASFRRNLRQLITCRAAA
pCIP destab = p/CIP-EGFP fusion destabilizers, primary screen, fluorescence, F442A cells | 16 h | decrease of EGFP signal, % at 10 µM | 290,000 compounds, 0.01% hits | AID 1984, 2009;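 active means EGFP signal decrease of at least 30% at 10 µM or well 3 SD below plate mean, unless failing retest; inactive means the rest, including hits failing retest or dose response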; further: some compounds called inactive have numbers as strong as hits; many of its hits are not listed in these tables
IDE cell inh = human IDE inhibitors in live cells, primary screen, fluorescence polarization, HEK cells, FAbetaB substrate; Insulin-degrading enzyme (Homo sapiens), P14735; FAbetaB cleavage; inhibition, % at 5.59 µM; 320,000 compounds, 0.41% hits;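 active means percent inhibition above the average of all tested compounds plus 3 SD, set per screening campaign, cut at about 16% in these data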;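 further: IDE supplied by intact live HEK cells; FP after avidin binding of uncleaved biotin substrate so inhibition keeps polarization high; 0% = DMSO wells and 100% = 60 µM reference IDE inhibitor Ii1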
NALP1 yeast inh = NALP1 inflammasome inhibitors in reconstituted yeast, colorimetric, S. cerevisiae, triplicate retest; 280,000 compounds, 0.61% hits; AID 2071, 2009; S. cerevisiae NALP1/ASC/caspase-1 growth, X-gal OD620, 72 h; inhibition, % at 10 µM; in the data active means inhibition mostly above about 24%, no sharp cut-off; inactive means mostly below about 32%; further: some compounds called inactive have numbers as strong as hits
IDE act = human IDE activators in live cells, primary screen, fluorescence polarization, HEK cells, FAbeta-B substrate. Insulin-degrading enzyme (Homo sapiens), P14735. FAbeta-B cleavage; 0% vehicle, 100% cell-free pure enzyme wells. activation, % at 5.96 µM. 340,000 compounds, 0.073% hits. AID 493087, 2011;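 active means activation above the mean of all tested compounds plus 3 SD, set per screening campaign, cut at about 17% in these data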
An asterisk follows results filed as active; · = no result given. Not a hit list. About 5.3% of those tested had a hit in this group.

SMILES,VIM-2 inh,M18AAP inhibitor,IMP-1 inhibitor,PHOSPHO1 inh,GPR7 antag,pCIP destab,IDE cell inh,NALP1 yeast inh,IDE act
O=C(Nc1nc2c(F)cc(F)cc2s1)c1ccc([N+](=O)[O-])o1,-2.0,-1,-3.6,36,-9,-16,5,1,0
COc1ccc(C2CC(=O)N3CN(c4ccc(C)c(Cl)c4)CSC3=C2C#N)cc1 (stereo unspecified),0.4,17,-4.1,83*,-7,-4,7,-18,-9
NS(=O)(=O)c1ccc(NC(=O)CCc2ccccc2)cc1,0.4,0,-3.9,3,-20,0,-5,6,0
Cc1cccc(NC(=O)c2ccc3c(c2)OCCO3)n1,-1.2,-13,0.1,23,-8,-7,-3,21,-5
O=C(/C=C/c1ccco1)Nc1ccc2nc3n(c(=O)c2c1)CCCC3,-4.2,-7,-3.6,-4,-7,2,2,14,-1
Cc1cccc(C)c1NC(=O)CSc1cc(C(=O)c2nccn2C)c2ccccc2n1,-2.5,-9,-0.2,-32,-4,-6,3,12,0
Cc1ccc(C(=O)Nc2ncc([N+](=O)[O-])s2)cc1,-1.9,-2,-6.5,-3,14,-8,5,22,-2
COc1ccc(C)cc1NC(=S)Nc1ccccc1SC,-1.2,-9,-1.0,37,-2,-4,-1,8,5
O=C(Nc1ccccc1)/C(=C1\CCCN1)[N+](=O)[O-],-4.4,8,-1.8,42,-2,-12,0,10,0
Nc1[nH]c2cc([N+](=O)[O-])ccc2c1-c1ccccn1,0.1,2,-5.2,6,9,-74,11,22,-12
COc1ccccc1C1=NOC(Cn2c(=O)c3c(ncn3C)n(C)c2=O)C1 (stereo unspecified),5.1,6,-2.8,7,0,-2,7,-14,-6
Cc1ccc(C)c(NC(=O)c2ccccc2NS(=O)(=O)c2cc([N+](=O)[O-])ccc2C)c1,-2.3,-5,-4.5,1,12,16,-2,11,7
CS(=O)(=O)c1ccc2nc(NC(=O)c3ccc(Cl)cc3)sc2c1,-4.5,10,-4.0,-18,-10,-6,6,15,-4
Cc1cccc(Cn2cnc3ccccc32)c1,1.7,-19,2.2,7,-4,-4,-2,0,2
COc1ccc(CCNC(=O)N2c3ccccc3Sc3ccccc32)cc1,-1.2,10,-0.5,·,42*,·,2,·,6
CC(=O)c1ccc(NC(=O)c2cnsn2)cc1,-3.7,2,-2.9,-17,-12,1,3,16,1
O=C(/C=C/c1ccccn1)c1cc(Br)ccc1O,-0.9,-10,-1.5,-4,-14,-22,-1,29,5
COc1cc(SC)ccc1C(=O)Nc1ncc(C)s1,-0.7,-6,-2.8,2,-4,8,3,-2,2
COCCCn1c(=O)c2sccc2n(Cc2ccccc2)c1=O,-1.5,-13,-1.8,18,-1,-10,0,12,0
COc1ccc2oc(C(=O)OCC(=O)N3CCN(S(=O)(=O)c4ccc(C)cc4)CC3)c(C)c2c1,-0.2,-4,-2.6,24,5,23,-1,11,3

An excerpt from above in order of length of the SMILES, highest first:
SMILES,VIM-2 inh,M18AAP inhibitor,IMP-1 inhibitor,PHOSPHO1 inh,GPR7 antag,pCIP destab,IDE cell inh,NALP1 yeast inh,IDE act
Cc1cccc(C)c1NC(=O)CSc1cc(C(=O)c2nccn2C)c2ccccc2n1,-2.5,-9,-0.2,-32,-4,-6,3,12,0
COc1ccc(CCNC(=O)N2c3ccccc3Sc3ccccc32)cc1,-1.2,10,-0.5,·,42*,·,2,·,6
COc1cc(SC)ccc1C(=O)Nc1ncc(C)s1,-0.7,-6,-2.8,2,-4,8,3,-2,2

(list continues)
Values run as follows: VIM-2 inh, M18AAP inhibitor, IMP-1 inhibitor, PHOSPHO1 inh, GPR7 antag, pCIP destab, IDE cell inh, NALP1 yeast inh, IDE act
Cc1ccc(C)c(NCC(O)c2ccccc2)c1 (stereo unspecified)
 : -2.6, 5, -1.5, -10, -9, 11, 0, 9, 2
CCNC(=S)Nc1ccc(OC(F)(F)F)cc1
 : -4.8, 1, -3.0, 17, -5, 8, 7, -5, 4
Cc1nc(SCc2ccc(OCCC(C)C)cc2)n[nH]1
 : -1.0, 0, -1.6, 39, 11, -9, -5, 29, 3
COc1ccc(C2/C=C\CN(S(=O)(=O)/C=C/c3ccccc3)CC(=O)N2Cc2ccc(F)cc2)cc1 (stereo unspecified)
 : ·, ·, ·, 0, ·, -3, 3, 1, 5
Cc1nn(Cc2ccccc2)c(C)c1CCC(=O)O
 : -6.4, 5, 1.2, -10, -14, -11, 1, 10, -4
COc1ccc(-n2c(=S)[nH]c3cc(C(=O)N4CCN(c5ccccc5)CC4)ccc3c2=O)cc1
 : -1.3, 6, -1.5, 10, -3, -9, -2, -10, 1
Cc1c(C(=O)Nc2nc3ccccc3[nH]2)oc2ccc(Br)cc12
 : -1.6, -9, -3.2, -21, -7, 2, 8, 5, 3

As a working copy, some entries already given.
Values run as follows: VIM-2 inh, M18AAP inhibitor, IMP-1 inhibitor, PHOSPHO1 inh, GPR7 antag, pCIP destab, IDE cell inh, NALP1 yeast inh, IDE act
Cc1ccc(C)c(NC(=O)c2ccccc2NS(=O)(=O)c2cc([N+](=O)[O-])ccc2C)c1
 : -2.3, -5, -4.5, 1, 12, 16, -2, 11, 7
CS(=O)(=O)c1ccc2nc(NC(=O)c3ccc(Cl)cc3)sc2c1
 : -4.5, 10, -4.0, -18, -10, -6, 6, 15, -4
Cc1cccc(Cn2cnc3ccccc32)c1
 : 1.7, -19, 2.2, 7, -4, -4, -2, 0, 2
COc1ccc(CCNC(=O)N2c3ccccc3Sc3ccccc32)cc1
 : -1.2, 10, -0.5, ·, 42*, ·, 2, ·, 6
CC(=O)c1ccc(NC(=O)c2cnsn2)cc1
 : -3.7, 2, -2.9, -17, -12, 1, 3, 16, 1
O=C(/C=C/c1ccccn1)c1cc(Br)ccc1O
 : -0.9, -10, -1.5, -4, -14, -22, -1, 29, 5
COc1cc(SC)ccc1C(=O)Nc1ncc(C)s1
 : -0.7, -6, -2.8, 2, -4, 8, 3, -2, 2
COCCCn1c(=O)c2sccc2n(Cc2ccccc2)c1=O
 : -1.5, -13, -1.8, 18, -1, -10, 0, 12, 0
COc1ccc2oc(C(=O)OCC(=O)N3CCN(S(=O)(=O)c4ccc(C)cc4)CC3)c(C)c2c1
 : -0.2, -4, -2.6, 24, 5, 23, -1, 11, 3
Cc1ccc(C)c(NCC(O)c2ccccc2)c1 (stereo unspecified)
 : -2.6, 5, -1.5, -10, -9, 11, 0, 9, 2
CCNC(=S)Nc1ccc(OC(F)(F)F)cc1
 : -4.8, 1, -3.0, 17, -5, 8, 7, -5, 4
Cc1nc(SCc2ccc(OCCC(C)C)cc2)n[nH]1
 : -1.0, 0, -1.6, 39, 11, -9, -5, 29, 3
COc1ccc(C2/C=C\CN(S(=O)(=O)/C=C/c3ccccc3)CC(=O)N2Cc2ccc(F)cc2)cc1 (stereo unspecified)
 : ·, ·, ·, 0, ·, -3, 3, 1, 5

Screens (PubChem BioAssay)
